Bioassay records as filed in PubChem BioAssay.
LANA DNA inh = inhibitors of KSHV C-LANA binding to DNA, primary screen, biochemical, fluorescence polarization, FAM-LBS DNA, MBP-C-LANA, single point; inhibition, % at 9 µM; actives 0.078% (n = 340,000);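 active = highest replicate inhibition at or above 60% at 9 µM, even if other replicates fall short; inactive = all replicates below 60% inhibition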;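 note: 0% = neutral control wells and 100% = 4 µM acridine orange control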
DAGLB inhibitor = DAGLB lipase inhibitors, primary screen, biochemical, fluorescence, HTS; HEK293T DAGLB membrane lysate, EnzChek fluorogenic substrate; inhibition, % at 5.17 µM; actives 0.059% (n = 340,000); in the data active = inhibition above about 34%;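 note: 0% = enzyme with vehicle and 100% = wells lacking enzyme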
cardiac RTF act = cardiac RTF calcium sensitivity activators, primary screen, biochemical, IANBD-TnC fluorescence, EC20 calcium. Troponin I, cardiac muscle (Homo sapiens) + Troponin T, cardiac muscle (Homo sapiens) + …. actives 0.24% (n = 340,000). IANBD-labeled TnC RTF fluorescence at EC20 calcium; 0% EC20 calcium, 100% full calcium. activation, % at 7.2 µM. AID 493008, 2010;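 active = activation above the mean over all tested compounds plus 3 SD, cut at about 30% in these data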;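 note: rise in fluorescence read as greater calcium sensitivity of cardiac thin filaments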
PKA-R2B act = activators of PKA-R2B holoenzyme, primary screen, biochemical, fluorescence polarization, Cy5-IP20, human | cAMP-dependent protein kinase catalytic subunit beta (Homo sapiens) + cAMP-dependent … | PKA-R2B holoenzyme dissociation; R2B truncated from residue 108, S112A mutant; 0% DMSO only, 100% 113 µM cGMP | activation, % at 11.4 µM | actives 0.079% (n = 340,000);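 active = activation above a cutoff set at the mean over all compounds plus 3 SD, cut at about 18% in these data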;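 note: higher means more holoenzyme dissociation and a rise in polarization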
Target sequence (P31323 whole entry, looked up, other chains not shown, the tested form may be a part): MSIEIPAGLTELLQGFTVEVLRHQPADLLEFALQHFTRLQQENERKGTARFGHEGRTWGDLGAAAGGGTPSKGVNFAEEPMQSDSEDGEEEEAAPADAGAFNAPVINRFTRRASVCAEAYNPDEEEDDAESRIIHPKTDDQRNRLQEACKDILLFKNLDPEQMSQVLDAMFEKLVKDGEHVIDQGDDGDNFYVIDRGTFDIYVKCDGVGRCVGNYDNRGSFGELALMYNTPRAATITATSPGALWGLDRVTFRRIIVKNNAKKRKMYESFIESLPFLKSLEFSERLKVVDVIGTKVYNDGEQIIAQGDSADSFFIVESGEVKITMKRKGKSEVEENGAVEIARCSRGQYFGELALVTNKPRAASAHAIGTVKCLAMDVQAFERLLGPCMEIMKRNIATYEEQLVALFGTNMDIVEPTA
CAL PDZ FP-1 = untagged CAL PDZ binding inhibitors, primary screen, biochemical, fluorescence polarization, HTS | inhibition, % at 24.9 µM | AID 602252, 2012 | purified CAL PDZ, TMR-peptide fluorescence polarization, 1 h | actives 0.92% (n = 300,000) | Golgi-associated PDZ and coiled-coil motif-containing protein (Homo sapiens), Q9HD26;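 active = mean inhibition of at least 30% with at least half of replicates also reaching 30%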;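 note: 0% = DMSO neutral control and 100% = excess unlabeled competitor peptide PRC23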
CAL PDZ FP-2 = CAL PDZ peptide-binding inhibitors, primary screen, biochemical, fluorescence polarization, Cer-tagged CAL PDZ, HTS; inhibition, % at 20 µM; purified CAL PDZ, TMR-peptide fluorescence polarization, 1 h; actives 0.02% (n = 330,000); AID 504414, 2011;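 active = highest replicate inhibition of at least 40%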;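 note: plate controls were DMSO neutral control wells for no effect and unlabeled competitor peptide control wells for full effect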
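System: purified tagged CAL PDZ domain construct (CerCALP). Schedule: 1 h incubation at room temperature before polarization reading. Medium: 25 mM sodium phosphate pH 7.4, 150 mM NaCl, TCEP, IgG, Thesit. Read-out: percent inhibition from loss of millipolarization. Measured by: FP readout, S and P plane fluorescence. Probe or stimulus: fluorescent TMR peptide probe.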
Rtt109 HAT inh = inhibitors of C. albicans Rtt109/Vps75 HAT, primary screen, biochemical, ThioGlo CoA-SH fluorescence, plate reader; Histone acetyltransferase RTT109 (Candida albicans (strain SC5314 / ATCC MYA-2876)), …; purified Rtt109/Vps75, 4 h; inhibition, % at 34.9 µM; actives 0.16% (n = 330,000); AID 540336, 2011;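 active = inhibition of at least 50% in every replicate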
Cardiac RTF inh = cardiac RTF calcium sensitivity inhibitors, primary screen, biochemical, IANBD-TnC fluorescence, EC70 calcium; Troponin I, cardiac muscle (Homo sapiens) + Troponin T, cardiac muscle (Homo sapiens) + …; IANBD-labeled cardiac RTF, Ca2+ fluorescence; inhibition, % at 7.15 µM; actives 0.12% (n = 340,000); AID 493244, 2011;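 active = inhibition above the mean inhibition of all tested compounds plus 3 SD, cut at about 17% in these data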;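 note: assay run at fixed EC70 calcium of 1.6 mM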
Keap1-Nrf2 PPI = Keap1-Nrf2 protein-protein interaction inhibitors, primary screen, biochemical, fluorescence polarization, single point | Keap1 Kelch-Nrf2 peptide fluorescence polarization, 1536-well | inhibition, % at 9.4 µM | actives 0.15% (n = 340,000); in the data active = inhibition above about 12%;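 note: human Keap1 Kelch domain with fluorescein labeled Nrf2 9mer peptide probe; 0% = neutral control wells and 100% = peptide positive control; higher means more block of Keap1 binding to Nrf2 peptide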
Target sequence (Q14145 whole entry, looked up, the tested form may be a part): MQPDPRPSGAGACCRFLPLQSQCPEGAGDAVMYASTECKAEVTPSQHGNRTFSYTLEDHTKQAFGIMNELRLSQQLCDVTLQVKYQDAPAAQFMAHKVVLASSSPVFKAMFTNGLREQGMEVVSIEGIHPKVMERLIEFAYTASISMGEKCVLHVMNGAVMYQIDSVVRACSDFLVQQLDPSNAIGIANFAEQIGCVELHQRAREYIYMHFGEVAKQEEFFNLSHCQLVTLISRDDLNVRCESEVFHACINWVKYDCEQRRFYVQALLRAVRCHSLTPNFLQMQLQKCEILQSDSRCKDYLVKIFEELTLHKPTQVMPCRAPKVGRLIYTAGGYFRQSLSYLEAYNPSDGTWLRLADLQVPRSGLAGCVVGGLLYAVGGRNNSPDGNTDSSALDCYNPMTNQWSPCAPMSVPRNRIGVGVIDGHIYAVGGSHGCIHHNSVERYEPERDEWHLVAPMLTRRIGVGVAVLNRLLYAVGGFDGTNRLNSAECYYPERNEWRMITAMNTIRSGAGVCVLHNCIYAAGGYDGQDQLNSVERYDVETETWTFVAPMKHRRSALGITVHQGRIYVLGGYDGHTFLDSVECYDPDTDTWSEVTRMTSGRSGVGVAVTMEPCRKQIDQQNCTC
SR-BI uptake up = activators of SR-BI mediated DiI-HDL uptake, primary screen, ldlA[mSR-BI] CHO cells, DiI fluorescence; 3 h; 100 = double the neutral-control signal; activation, % at 12.5 µM; actives 0.096% (n = 320,000); AID 504775, 2011;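 active = mean replicate activation of at least 60% and every replicate at or above 60%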;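 note: 0% = median plate neutral-control signal and 100% = twice that signal; values of inactives mirror those of a sister screen read the other way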
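system = CHO ldlA[mSR-BI] cells, LDL receptor-null, SR-BI overexpressing | medium = Ham's F12 with 0.5% BSA, HEPES 25 mM, pH 7.4 | probe or stimulus = DiI-HDL 10 µg/mL | compound dosing = single-point compound dose | incubation = compound exposure 3 h, 37 °C | technique = DiI fluorescence, bottom read | read-out = cell-associated DiI fluorescence as measure of HDL uptake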
Numbers without * were called inactive; / = no result given.

SMILES | LANA DNA inh | DAGLB inhibitor | cardiac RTF act | PKA-R2B act | CAL PDZ FP-1 | CAL PDZ FP-2 | Rtt109 HAT inh | Cardiac RTF inh | Keap1-Nrf2 PPI | SR-BI uptake up
c1cc(OCCCN2CCCCC2)ccc1CN1CCCCC1 | -5.3 | -1 | -3 | -4 | -4 | -1.2 | -1 | -6 | -1 | -1
CC(C)C(=O)Nc1sc2c(c1C#N)CCCCC2 | 0.1 | -4 | 6 | 9 | -2 | -1.9 | / | -15 | 0 | -31
Cc1ccccc1NC(=O)c1ccc(Cn2cc([N+](=O)[O-])cn2)o1 | 0.5 | -1 | -2 | 8 | -3 | 0.0 | -8 | -6 | 1 | 18
COc1ccc(C(=O)NCC(=O)Nc2ccc(-c3ccccc3)cc2)cc1 | -1.7 | -1 | 1 | 7 | 4 | -1.5 | 8 | -2 | -3 | /
N/C(=C\C(=O)c1cc(Cl)ccc1O)C(Cl)(Cl)Cl | 0.2 | -1 | -1 | -17 | -1 | 0.7 | -6 | 5 | -1 | -35
C/C(CC(=O)Nc1ccccn1)=N\NC(=O)C(=O)Nc1ccccc1C | 0.3 | 2 | 2 | -11 | 2 | 0.7 | 7 | 0 | 0 | 12
S=C(NC1CCCCC1)N1CCN(c2ccccn2)CC1 | 0.5 | -2 | -2 | -7 | -4 | -0.8 | / | -5 | -5 | 9
CCOC(=O)N1CCC(C(=O)NNC(=O)c2ccc(Cl)cc2Cl)CC1 | 0.2 | 2 | -2 | 8 | 1 | 0.2 | 15 | -4 | 1 | -23
CCOc1ccc(S(=O)(=O)N=C(c2ccccc2)N2CCOCC2)cc1 | 2.7 | 0 | -8 | -2 | / | 0.3 | -7 | -4 | 2 | 2
CCOc1ccc(C(=O)Nc2cccc(-n3cnnn3)c2)cc1OCC | -1.6 | -1 | -3 | 0 | -2 | -2.4 | 10 | -12 | -6 | -68
Cc1noc(C)c1COc1ccc(C(=O)OCC(=O)Nc2ccc3c(c2)OCO3)cc1 | -1.3 | 0 | 3 | 6 | -6 | 0.0 | -8 | 0 | 0 | 20
c1ccc(COc2ncnc3c2ncn3CCCNCc2ccccn2)cc1 | -0.4 | -3 | -2 | 8 | 4 | -1.2 | 10 | -1 | -4 | -13
CSc1cccc(NC(=O)c2nnn(Cc3ccccc3)c2N)c1 | -1.1 | -1 | 0 | -3 | -2 | -0.4 | 6 | -7 | -2 | -5
CN(CC(=O)Nc1cccc(F)c1)CC(=O)N1CCc2ccccc21 | -0.8 | -2 | -2 | -2 | -6 | -0.3 | -1 | -9 | -4 | 1
C=CCn1c(-c2cc(OC)cc(OC)c2)n[nH]c1=S | 0.9 | -4 | 4 | 5 | -2 | -3.9 | -14 | -43 | -5 | 7
Cc1ccc(C(=O)N/C(=C\c2cccc([N+](=O)[O-])c2)C(=O)NC(Cc2ccccc2)C(=O)O)cc1 (centres undefined) | 0.1 | 2 | -1 | 8 | 0 | -1.8 | -12 | -3 | 1 | -6
O=C(c1ccc(OCC2CCCO2)cc1)N1CCc2ccccc2C1 (centres undefined) | -0.3 | 0 | -4 | -4 | -3 | 0.6 | -4 | 5 | -3 | 3
COC(=O)[C@]1(Cc2ccccc2)N[C@H](CN(C)C(=O)c2ccccc2)[C@@H]2C(=O)N(Cc3ccccc3)C(=O)[C@@H]21 | -1.0 | -1 | -4 | 3 | 1 | -0.5 | 6 | -4 | -4 | -3
Cc1noc(C)c1COC(=O)COc1cccc2c1OC(C)(C)C2 | -0.8 | -3 | -4 | -1 | 4 | -0.5 | 7 | -2 | 5 | 8
COc1ccc(C(CNC(=O)c2ccc(Cl)c(S(=O)(=O)N3CCCC3)c2)N2CCCC2)cc1 (centres undefined) | -3.6 | 1 | 6 | -2 | / | -1.0 | 6 | 1 | -2 | 11
CCC(C)C(=O)Nc1ccc([N+](=O)[O-])cc1OC (centres undefined) | -2.0 | 0 | 13 | -4 | -2 | -1.3 | 0 | -7 | -5 | -2
CCn1c(COc2ccccc2C)nnc1SCC(=O)CC(=O)Nc1ccccc1 | -0.3 | 5 | -1 | -1 | -3 | -2.6 | 1 | -5 | -3 | -33
CSc1ccc(-c2nc(CN(C)C3CCOC3)c(C)o2)cc1 (centres undefined) | 1.5 | 0 | -4 | 9 | -2 | -0.3 | -2 | 3 | 1 | -35
Cc1ccc(-c2nnc(SCC(=O)N3CC(C)CC(C)C3)o2)cc1C (centres undefined) | 2.3 | -12 | -5 | -5 | -3 | 0.2 | -3 | 7 | 2 | -5
CCOC(=O)c1nnn(-c2nc(N3CCCC3)nc(N3CCCC3)n2)c1-c1ccccc1 | -2.1 | 0 | -2 | 8 | 8 | 0.0 | -9 | -2 | 0 | 13

The closing 2 entries of the part above come first, to join the parts:
SMILES | LANA DNA inh | DAGLB inhibitor | cardiac RTF act | PKA-R2B act | CAL PDZ FP-1 | CAL PDZ FP-2 | Rtt109 HAT inh | Cardiac RTF inh | Keap1-Nrf2 PPI | SR-BI uptake up
Cc1ccc(-c2nnc(SCC(=O)N3CC(C)CC(C)C3)o2)cc1C (centres undefined) | 2.3 | -12 | -5 | -5 | -3 | 0.2 | -3 | 7 | 2 | -5
CCOC(=O)c1nnn(-c2nc(N3CCCC3)nc(N3CCCC3)n2)c1-c1ccccc1 | -2.1 | 0 | -2 | 8 | 8 | 0.0 | -9 | -2 | 0 | 13
COc1ccc(NC(=O)CS(=O)c2ccc(Br)cc2)cc1 (centres undefined) | 1.4 | 2 | 4 | 7 | -15 | -2.7 | 0 | -3 | -1 | 21
CC(=O)NS(=O)(=O)c1ccc(NC(=O)CCC(=O)Oc2ccc(C)cc2)cc1 | 0.9 | -2 | -1 | 4 | -3 | -0.4 | -16 | -11 | -5 | -3
C=CCC1(N(C(C)=O)c2ccccc2C)CCCCC1 | -0.6 | -7 | -1 | -11 | 0 | -0.5 | -2 | 2 | -2 | 32
Clc1ccc(-c2nn3c(C4COc5ccccc5O4)nnc3s2)cc1 (centres undefined) | -1.3 | -10 | 12 | -3 | 2 | -2.8 | -4 | -2 | -3 | -6
COc1ccc(/C=N/NC(=O)CCc2c(C)n[nH]c2C)cc1O | 1.8 | -2 | -3 | -11 | -3 | -0.3 | 2 | 1 | -2 | -17
C=CCN1C(c2ccccc2)=CS/C1=C(/C#N)c1nnc(N2CCOCC2)n1-c1ccccc1 | -1.1 | 3 | 1 | -17 | 2 | 4.2 | / | -30 | -8 | 31
CCCCC(=O)Nc1nc(C)c(-c2csc(Nc3cc(OC)ccc3OC)n2)s1 | 0.3 | -1 | -2 | -17 | 4 | 0.9 | 1 | -3 | -2 | -83
COc1cccc(C(=O)NC2CCCc3c2cnn3-c2cc(C)cc(C)c2)c1 (centres undefined) | -1.5 | -4 | -5 | 0 | -3 | -1.9 | 27 | 0 | 0 | -13
CSc1ccc(S(=O)(=O)NCc2ccccc2Cl)cc1 | 0.8 | -3 | -7 | -9 | / | -3.7 | -7 | -6 | -2 | 5
COc1ccccc1N1CCN(S(=O)(=O)CCNC(=O)CCCc2ccccc2)CC1 | 0.4 | -3 | -1 | 2 | -2 | -3.0 | 14 | -7 | 4 | 38
CCOc1ccc2oc(-c3ccccc3)c(C(=O)O)c2c1 | -0.8 | 3 | 0 | -3 | -3 | -2.4 | -5 | 9 | -3 | 32
Cc1cc(=O)oc2c(C)c(OC(C)C(=O)NCc3ccccn3)ccc12 (centres undefined) | 3.1 | -3 | -4 | -2 | -2 | 0.0 | 5 | -2 | -3 | -19
COC1OC2COC(c3ccccc3)OC2C(O)C1N (centres undefined) | -1.2 | 0 | 6 | -10 | -8 | -0.2 | 1 | -1 | -5 | -19
COc1ccc(CCNC(=O)C(=O)c2cn(CC(=O)N3CCOCC3)c3ccccc23)cc1OC | -0.7 | -1 | -2 | 1 | -9 | 0.2 | 6 | 2 | -7 | -41
CCOc1ccc(NC(=S)NC(=O)c2c(Cl)cnn2CC)c([N+](=O)[O-])c1 | 0.8 | -6 | -1 | -4 | -3 | -1.0 | 2 | -4 | 1 | -12
O=C(N/N=C/c1ccccc1C(=O)O)c1cccc(S(=O)(=O)N2CCCCC2)c1 | 0.0 | -2 | 0 | 3 | / | -0.1 | 1 | -9 | -3 | 11
CC(C)(Oc1ccc(Cl)cc1)C(=O)N(Cc1ccccc1)c1ccccn1 | 2.2 | -6 | -5 | -9 | -1 | -0.5 | -3 | -1 | 1 | -3
c1ccc(CCn2cnc3ccccc32)cc1 | -0.1 | 0 | 11 | 6 | 6 | -1.2 | 8 | -6 | -7 | 14
CC1(C(=O)CSc2nc3ccccc3[nH]2)CCC(=O)O1 (centres undefined) | 0.5 | 0 | -6 | -1 | -1 | -0.1 | -3 | -6 | -3 | -3
CCOc1cc2c(cc1OCC)C(c1ccc(OC)c(OC)c1)N(c1ccc(C(=O)O)cc1)C(=O)C2 (centres undefined) | 1.1 | -1 | 0 | -1 | 2 | -0.9 | -8 | 2 | -5 | 16
Oc1oc(-c2ccccc2)nc1/C=N/c1ccccn1 | 2.6 | -2 | 5 | 3 | -4 | 0.1 | 12 | 3 | 1 | 4
COc1cc(C(=O)N2CCN(c3ccccn3)CC2)cc(OC)c1OC | -1.1 | -1 | -2 | -3 | 2 | 2.3 | -7 | 0 | -5 | -6
CN(CC(CC(=O)Nc1nncs1)c1ccccc1)S(=O)(=O)c1ccccc1 (centres undefined) | 0.1 | 3 | 5 | -14 | / | -0.6 | 4 | -4 | 2 | 28
COc1ccc(/C=C/C2=CC(C)(C)NC(=S)N2)cc1OC | -2.0 | -1 | -5 | -7 | 1 | -2.0 | 18 | 5 | -3 | -83
CC(C)(C)NC(=O)C(c1cccs1)N(Cc1ccc(F)cc1)C(=O)c1csnn1 (centres undefined) | -0.8 | -3 | -4 | -5 | 1 | / | -9 | -5 | 0 | 16
